From PubChem
Rat MKP-3 inhibitors – MKP-3 phosphatase inhibitors, primary screen, biochemical, rat enzyme, in vitro (AID 425) | recombinant MKP-3 phosphatase activity, fluorescence; higher % means a stronger effect | one-dose inhibition, % at 20 µM; IC50 in µM for titrated hits | 0.17% of 110,000 active; in the data active means inhibition above about 50%;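 further: plate controls were vehicle for no effect and reference inhibitor for full effect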
Hsp70 displacement – small molecules displacing fluorescent ligand from Hsp70 – biochemical, fluorescence polarization, primary screen (AID 583) | Hsp70 fluorescence polarization probe displacement, mP; higher % means a stronger effect | one-dose displacement, % at 20 µM; IC50 in µM for titrated hits | 0.06% of 140,000 active; in the data active means displacement above about 50%;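 further: plate controls were vehicle for no effect and reference ligand for full effect; a part of the inactive calls stands beside numbers as strong as those of hits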
The depositor's hits bear a star; / = no result given; & = joins results of further samples. These rows are one share of the data, so the mix of outcomes need not match the whole.

Sequence of screens – Rat MKP-3 inhibitors | Hsp70 displacement
> CCOC(=O)c1cnn(-c2ncnc3c2cnn3Cc2ccccc2)c1N
 : 0% | 3.4%
> COC(=O)c1ccc(OCC(O)CN2CCCCC2)cc1 (configuration not stated)
 : 4% | -2.0%
> Cc1ccc(C(=O)N/C(=C/c2cccc([N+](=O)[O-])c2)C(=O)Nc2c(C)n(C)n(-c3ccccc3)c2=O)cc1
 : 2% | 5.4%
> Cc1cccc(OCCn2c(-c3ccco3)nc3ccccc32)c1
 : / | -3.1%
> CCN1CCN(Cc2ccc(NC(=O)Nc3ccccc3OC)cc2)CC1
 : 4% | 2.9%
> O=S(=O)(c1cccc(-c2cn3cc(Cl)ccc3n2)c1)N1CCOCC1
 : -6% | 5.8%
> CCOc1ccccc1NC(=O)c1cccc([N+](=O)[O-])c1
 : -1% | 2.0%
> O=C(NC1CCCCC1)c1ccc(COCC(F)(F)F)o1
 : / | 7.2%
> CC(=O)C1=C(C)Nc2ncnn2C1c1ccccc1OCc1ccccc1 (configuration not stated)
 : -13% | /
> COc1ccc2c(c1)CCCN2C(N)=O
 : -1% | -0.2%
> COc1ccc(C)cc1NC(=O)CCCN1C(=O)CCC1=O
 : / | 4.0%
> COc1ccccc1S(=O)(=O)Cc1ccc(C(=O)NCCN2CCCCCC2)o1
 : -4% | 1.8%
> Cc1ccc(-c2csc(NC(=O)CCCC(=O)O)n2)cc1
 : 0% | -1.2%
> O=C1NC(=O)N(c2ccccc2)C(=O)/C1=C\c1cccn1-c1ccc([N+](=O)[O-])cc1
 : 3% | -1.8%
> O=C(/C=C/c1ccc([N+](=O)[O-])cc1)Nc1cccc(C(F)(F)F)c1
 : 0% | -1.4%
> c1ccc(-n2cnnc2SCc2cn3ccsc3n2)cc1
 : -6% | -3.2%
> CC(C)c1ccc(N2C(=O)NC(=O)/C(=C/c3cccc([N+](=O)[O-])c3)C2=O)cc1
 : 4% | -3.1%
> O=C(Nc1cccn2ncnc12)C(Cl)Cl
 : / | 7.3%
> Cc1ccc(-c2nc(N)sc2-c2ccc([N+](=O)[O-])cc2)cc1
 : -3% | -9.2%
> CCCc1cc(-c2n[nH]c(C)c2-c2ccc(C(=O)OCC)o2)c(O)cc1O
 : -9% | -1.9%
> Cc1ccc2[nH]c(=O)c(CN(CCN3CCOCC3)C(=O)Nc3ccccc3F)cc2c1
 : -8% | /
> CN(C)Cc1c(C#N)c2ccccc2n1C
 : 6% | -2.1%
> COc1ccc(Cl)cc1NC(=S)NCc1ccco1
 : / | 6.0%
> CN(C)c1ccc(/C=c2\sc3n(c2=O)CCCN=3)cc1
 : 1% | -60%
> COc1ccc(OCC(=O)N2c3ccccc3CCc3ccccc32)cc1
 : 5% | 3.1%
> O=C(NCc1ccco1)c1ccccc1Nc1ccc(F)cc1
 : 3% | 4.0%
> COc1ccc(CN2CCCCC2C)cc1OC (configuration not stated)
 : / | 0.3%
> CN(C)c1ccc(/C=N/n2cnnc2SCc2ccccc2)cc1
 : 1% | 9.2%
> CCOc1ccc(NC(=O)CSc2nnc(CCNC(=O)c3ccc(OC)cc3)n2C)cc1
 : / | -0.1%
> CC(=O)c1cccc(NC(=O)CSC2=NCCS2)c1
 : -2% | 2.4%
> Cc1nn(-c2ccccc2)c2sc(C(=O)N(Cc3ccco3)C(C)C(=O)NC(C)(C)C)cc12 (configuration not stated)
 : -16% | -4.7%
> COc1ccc(N=CC2=C(O)CC(c3ccccc3)CC2=O)cc1OC (configuration not stated)
 : 6% | -0.4%
> Cc1cn(S(=O)(=O)c2ccc(Cl)cc2)cn1
 : -7% | -0.4%
> O=S(=O)(Cc1ccccc1Cl)N1CCCCC1
 : -5% | 0.9%
> CCCP(=O)(CC(=O)N(CC)CC)c1ccccc1 (configuration not stated)
 : -1% | -0.3%
> COc1ccc(C2CC(=O)C(C=NCCN3CCNCC3)=C(O)C2)cc1OC (configuration not stated)
 : -3% | -5.8%
> CCOc1ccc(S(=O)(=O)n2ccnc2C(C)C)c2ccccc12
 : -1% | -0.4%
> O=C1C/C(=C/Nc2ccccc2)C(=O)N1
 : 0% | -4.3%
> CCn1c2ccccc2c2nnc(SCC(=O)NC(C(=O)OC)C(C)C)nc21 (configuration not stated)
 : -1% | 0.3%
> O=C1CC(c2ccc(Cl)cc2)CC(O)=C1C=NCCN1CCNCC1 (configuration not stated)
 : 2% | 3.0%
> COc1cc(NC(=O)c2ccc(Cl)cc2)c(Cl)cc1NC(=O)c1cccs1
 : 1% | 2.6%
> NC(=O)C1CCN(C2CC(=O)N(Cc3ccc(Cl)cc3)C2=O)CC1 (configuration not stated)
 : 2% | 2.8%
> C=CCc1cccc(/C=N/N=C2/NC(=O)CS2)c1O
 : -2% | 2.9%
> Clc1ccccc1-c1nnc(-c2ccccc2Br)o1
 : 7% | 0.2%
> CCCN(CCC)S(=O)(=O)c1ccc(C(=O)Nc2nnc(-c3cccc(OC)c3)o2)cc1
 : -7% | -0.6%
> CC1(C)CC(=O)C2=C(C1)NC1=C(C(=O)CC(C)(C)C1)C2c1ccc(Br)cc1
 : -8% | -0.9%
> O=[N+]([O-])c1cc(/C=N/N2CCN(c3ccccc3)CC2)ccc1Cl
 : 5% | -0.8%
> Cc1cccc(NC(=O)/C(=C\c2cccs2)NC(=O)c2cccs2)c1
 : 0% | 11%
> Cc1ccc(NC(=O)C2CCCN(S(=O)(=O)c3c(C)noc3C)C2)c(C)c1 (configuration not stated)
 : 0% | -2.6%
> Cc1ccc2[nH]cc(C(=O)NCc3cccs3)c(=O)c2c1
 : / | 5.3%
> O=C(COc1ncnc2ccccc12)N1CCOCC1
 : -5% | 0.8%
> Cc1nc2nc(C)c(CCC(=O)NCc3ccc4c(c3)OCO4)c(C)n2n1
 : -3% | -3.9%
> COc1ccc(-c2cc(C(F)(F)F)nc(SCC(=O)NCCN3CCOCC3)n2)cc1OC
 : / | 0.7%
> O=C(c1sc2ccccc2c1Cl)N(Cc1cccs1)C1CCS(=O)(=O)C1 (configuration not stated)
 : 0% | 5.2%
> COc1nn(CC(=O)N2N=C(C(F)F)CC2(O)C(F)F)cc1[N+](=O)[O-] (configuration not stated)
 : / | -0.7%
> CC(C)OC(=O)CC12CN3CN(C1)CC(CC(=O)OC(C)C)(C3)C2=O
 : / | 1.7%
> CCOC(=O)C1=NN(C(=O)c2ccncc2)C(O)(C(C)(C)C)C1 (configuration not stated)
 : 2% | -0.8%
> CN1CCN2c3ccccc3Cc3ccccc3C2C1 (configuration not stated)
 : 0% | 6.0%
> Brc1ccc(-c2nnc3sc(CN4CCC5(CC4)OCCO5)cn23)cc1
 : -8% | -1.5%
> FC(F)(F)c1cc(-c2ccccc2)nc(NC2CCCC2)n1
 : / | -0.8%

The list goes on:
Sequence of screens – Rat MKP-3 inhibitors | Hsp70 displacement
> O=C(N/N=C/c1ccc([N+](=O)[O-])o1)C1COc2ccccc2O1 (configuration not stated)
 : 1% | 5.6%
> COc1ccccc1CNC(=O)C(=O)Nc1ccccc1C
 : -3% | 0.8%
> CCCC(c1nnnn1Cc1ccc(OC)cc1)N1CCC(C(N)=O)CC1 (configuration not stated)
 : -9% | 2.8%
> CCn1c(SCC(=O)N2CCOCC2)nc2oc3c(Cl)cc(Cl)cc3c(=O)c2c1=O
 : -1% | 3.1%
> Cc1ccc(NC(=S)NC(=O)c2ccco2)c(C)c1
 : -4% | -6.2%
> CC1CCN(C(c2ccc(N(C)C)cc2)c2nnnn2Cc2ccc(F)cc2)CC1 (configuration not stated)
 : -2% | 0.7%
> CC(C)(C)c1nc(CN2CCCCC2)cc(CN2CCCCC2)c1O
 : 3% | -4.4%
> CCOc1ccc(C2C(C(=O)OC(C)C)C(=O)CC(C)(O)C2C(=O)OC(C)C)cc1 (configuration not stated)
 : 0% | -0.7%
> O=S(=O)(c1cccc2nsnc12)N1CCc2ccccc21
 : -4% | -1.3%
> CC(C)OCCCNC(=O)Cn1ncc2c(=O)oc3ccccc3c21
 : -7% | -3.3%
> CC1(C)CC(=O)C2=C(C1)OC1=C(C(=O)CC(C)(C)C1)C2c1ccc(-c2ccc3c(c2)COC3=O)o1
 : 2% | 3.0%
> O=C1N=c2ccccc2=C1c1sc(=S)n(Cc2ccco2)c1O
 : 4% | 1.5%
> COc1ccc(/C=C/C(=O)Nc2ccccc2O)cc1
 : 4% | 1.1%
> Cc1ccc(S(=O)(=O)N2CCSC2c2ccc(Br)cc2)cc1[N+](=O)[O-] (configuration not stated)
 : -3% | 5.5%
> O=C1c2oc3ccccc3c(=O)c2C(c2ccc(Cl)cc2)N1c1ncccn1 (configuration not stated)
 : -5% | -2.7%
> CC1CCN(CC(=O)Nc2ccccc2-c2ccccc2)CC1
 : / | -3.4%
> CCN(CC)S(=O)(=O)c1ccc(NC2=NS(=O)(=O)c3ccccc32)cc1
 : / | -3.4%
> Cc1cc(C)nc(-n2nc(C)cc2NC(=O)c2cc(=O)c3ccccc3o2)n1
 : -4% | 1.2%
> CCCN1C2CCCC1CC(NC(=O)c1ccccc1F)C2 (configuration not stated)
 : -4% | 2.7%
> CCOc1ccc(NC(=O)N[C@@H](CCSC)C(=O)OC)cc1
 : / | -1.1%
> O=C(CSc1ncc(-c2ccccc2)[nH]1)Nc1ccccc1
 : 1% | 0.5%&3.5%
> COc1ccc(NC(=O)CSc2nnc(C(C)C)n2N)cc1
 : -7% | 2.8%
> O=S(=O)(Nc1nc2ccccc2nc1N1CCN(c2ccccn2)CC1)c1ccc(Cl)cc1
 : / | 22%
> CC(=O)OCC12COC(c3ccc4c(c3)OCO4)C(C(C)=CC1C)C2C (configuration not stated)
 : 0% | 3.1%
> Cn1cccc1/C=N/NC(=O)c1cccnc1
 : / | -1.8%
> Cc1cc(C)nc(SCc2nc(N)nc(-c3ccccc3O)n2)n1
 : 9% | 6.3%
> COC(=O)c1ccc2c(=O)n(NC(C)=O)c(=S)[nH]c2c1
 : -7% | 3.3%
> CNS(=O)(=O)c1cc(C(=O)NCc2ccco2)ccc1Cl
 : / | 4.8%
> CCCC(=O)N(c1ccc(OCC)cc1)C1C=CS(=O)(=O)C1 (configuration not stated)
 : 4% | 8.3%
> CC1(C)CC(=O)C2=C(C1)Nc1ccccc1N(C(=O)C(F)(F)F)C2c1ccco1 (configuration not stated)
 : 0% | 6.3%
> CCN(CC(=O)NCc1ccc(F)cc1)Cc1nc2ccccc2c(=O)[nH]1
 : -9% | 6.7%
> CCOCCn1c(CN2CCN(c3ccc(F)cc3)CC2)nc2c1c(=O)n(C)c(=O)n2C
 : 3% | 1.8%
> COc1ccc(N(Cc2ccc(C(=O)NCc3ccccc3)cc2)S(=O)(=O)c2ccccc2)cc1
 : 6% | 0.8%
> CC(C)(C)c1ccc(O)c(N=Cc2cc(Cl)cc([N+](=O)[O-])c2O)c1
 : 2% | 2.4%
> COc1cccc(-c2nnc3n2N=C(c2cc(OC)ccc2OC)CS3)c1
 : -7% | 2.1%
> CC1CCN(S(=O)(=O)c2ccc(Cl)cc2)CC1
 : 0% | -1.5%
> COc1ccc(NC(=O)C2CC(=O)OC2(C)C)cc1 (configuration not stated)
 : -19% | -4.7%
> O=C(Cc1c(O)c2ccccc2[nH]c1=O)N1CCOCC1
 : 0% | 3.3%
> Cc1nnc2n(CCc3ccccc3)c(=O)c3c4c(sc3n12)CCCC4
 : -9% | 4.4%
> CC(C)(C)C(=O)COC(=O)CNC(=O)c1ccc(Oc2ccccc2)cc1
 : / | -0.4%
> N#Cc1c(-c2ccc(F)cc2)c(C#N)c2nc3ccccc3n2c1N
 : 1% | -0.3%
> CCOC(=O)C(NC(C)=O)(OCc1ccc(F)cc1)C(F)(F)F (configuration not stated)
 : -10% | 2.0%
> Cc1c(C#N)c(SCC(N)=O)nc2c1CCCC2
 : -9% | -1.9%
> CCN(CC)c1ccc(/C=N/NC(=O)Cn2nnc(-c3ccccc3)n2)c(O)c1
 : 1% | -6.3%
> CCOc1ccc(N(CC(=O)NCc2ccc(F)cc2)S(=O)(=O)c2c(C)noc2C)cc1
 : -7% | 1.7%
> CCN1CCN(C(=O)CSCc2nc(-c3ccc(OC)c(OC)c3)oc2C)CC1
 : -10% | 1.7%
> CC(CC(=O)O)CC(=O)Nc1ccc(S(N)(=O)=O)cc1 (configuration not stated)
 : / | -1.3%
> CC(C)(C)NC(=O)CN(C(=O)C1(C)CC(=O)N=C2C=CC=CN21)C1CCCC1 (configuration not stated)
 : -10% | -6.2%
> O=C(CN1C(=O)C2C3C=CC(C3)C2C1=O)NCc1ccccc1 (configuration not stated)
 : / | 0.1%
> COC(=O)c1ccccc1NC(=O)c1cccs1
 : -4% | -0.4%
> COc1cccc(/C(O)=C2/C(=O)C(=O)N(CCN3CCOCC3)C2c2cccs2)c1 (configuration not stated)
 : 4% | -0.4%
> O=S1(=O)CCC(NC(=S)SCCOc2ccccc2OCCO)C1 (configuration not stated)
 : 2% | 0.6%

Molecules above that contain bromine:
Sequence of screens – Rat MKP-3 inhibitors | Hsp70 displacement
> Clc1ccccc1-c1nnc(-c2ccccc2Br)o1
 : 7% | 0.2%
> CC1(C)CC(=O)C2=C(C1)NC1=C(C(=O)CC(C)(C)C1)C2c1ccc(Br)cc1
 : -8% | -0.9%
> Brc1ccc(-c2nnc3sc(CN4CCC5(CC4)OCCO5)cn23)cc1
 : -8% | -1.5%
> Cc1ccc(S(=O)(=O)N2CCSC2c2ccc(Br)cc2)cc1[N+](=O)[O-] (configuration not stated)
 : -3% | 5.5%

4 compounds picked at random from those above:
Sequence of screens – Rat MKP-3 inhibitors | Hsp70 displacement
> Cc1nnc2n(CCc3ccccc3)c(=O)c3c4c(sc3n12)CCCC4
 : -9% | 4.4%
> CC(C)(C)NC(=O)CN(C(=O)C1(C)CC(=O)N=C2C=CC=CN21)C1CCCC1 (configuration not stated)
 : -10% | -6.2%
> CC(C)(C)C(=O)COC(=O)CNC(=O)c1ccc(Oc2ccccc2)cc1
 : / | -0.4%
> COc1cccc(/C(O)=C2/C(=O)C(=O)N(CCN3CCOCC3)C2c2cccs2)c1 (configuration not stated)
 : 4% | -0.4%
